Source: PubChem BioAssay
GSIS activator: primary screen for activators of insulin secretion dependent on glucose, INS-1E cells, GLuc reporter luminescence; INS-1E GLuc reporter insulin secretion, 2-3 h; activation, % at 16.6 µM; actives 0.61% (n = 370,000); AID 743287;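 active means lowest replicate activation of at least 40%, so every replicate reaches that level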;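 further: 0% = median of neutral control wells and 100% = median of IBMX positive control wells; some compounds called inactive have numbers as strong as hits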
ERAP1 inh: inhibitors of human ERAP1 aminopeptidase | AID 652197 | inhibition, % at 10.7 µM | recombinant ERAP1, Leu-AMC fluorescence, 60 min | actives 0.15% (n = 340,000);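 active means mean replicate inhibition of at least 30%, or all replicates individually reaching that 30% level; inactive means mean below 30% and not every replicate reaching it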;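 further: 0% = neutral control wells and 100% = L-leucinethiol positive control wells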
ARNT TACC3 PPI: disrupts binding between human ARNT and TACC3 | Q9Y6A5 | AlphaScreen His-ARNT PAS-B/GST-TACC3 binding, luminescence; TACC3 fragment carries E629A point mutation | inhibition, % at 9.99 µM | actives 0.66% (n = 390,000) | AID 623870;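 active means mean inhibition of replicates at least 50% and at least half of replicates each reaching 50%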;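 further: 0% = complete ARNT plus TACC3 wells and 100% = ARNT alone without TACC3; many hits fall short of the cut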
RAD52 inh: blocks human RAD52 DNA annealing; recombinant RAD52 DNA annealing, FRET fluorescence; inhibition, % at 18.7 µM; actives 0.46% (n = 360,000); AID 651710;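 active means every replicate showing at least 50% inhibition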
Target sequence (P43351 whole entry, looked up): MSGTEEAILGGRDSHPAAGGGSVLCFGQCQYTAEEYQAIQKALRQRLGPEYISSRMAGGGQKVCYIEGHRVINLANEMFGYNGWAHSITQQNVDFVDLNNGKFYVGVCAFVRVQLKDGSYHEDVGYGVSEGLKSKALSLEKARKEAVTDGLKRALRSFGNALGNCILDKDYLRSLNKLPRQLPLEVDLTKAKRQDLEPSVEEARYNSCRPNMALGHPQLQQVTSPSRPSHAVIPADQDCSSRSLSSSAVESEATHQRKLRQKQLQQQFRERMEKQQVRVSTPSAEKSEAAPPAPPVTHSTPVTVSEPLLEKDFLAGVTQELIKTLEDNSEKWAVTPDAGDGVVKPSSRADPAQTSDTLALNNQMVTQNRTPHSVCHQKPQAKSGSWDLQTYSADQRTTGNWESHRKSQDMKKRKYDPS
Xi reactivation: activators of X-chromosome reactivation in mouse fibroblasts; actives 0.055% (n = 360,000); AID 743238; XiGFP mouse fibroblasts, % GFP-positive cells imaging, 3 d; cells co-treated with 5-aza-dC sensitizer; scaled so ellipticine positive control = 100%; activation, % at 7.58 µM;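 active means mean normalized replicate activation at least 10% and every replicate at or above 10%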;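 further: 0% = median of on-plate neutral control wells and 100% = ellipticine 6 µM median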
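System: XiGFP fibroblasts, SV40-immortalized. Medium: DMEM plus 5-aza-dC sensitizer. Doses: single point. Timing: 3 d treatment, 15 min room-temperature fixation. Control set: ellipticine 6 µM.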
CFTR F508del cor: correctors of CFTR F508del function in bronchial epithelial cells; actives 0.36% (n = 350,000); activity (quench increase), % at 7.58 µM; CFBE cells, YFP halide quenching; stimulated with forskolin plus potentiator P3; % fluorescence drop versus neutral controls;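 active means mean added fluorescence quench of at least 8% versus neutral control, with both replicates also reaching 8%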;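 further: cells transiently co-express mutant CFTR-F508del with the halide-sensitive YFP; corrector assay measuring rescue of mutant channel to the surface after 24 h compound exposure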
esBAF inh: inhibitors of esBAF chromatin remodeling in mouse ES cells; Bmi1-luciferase knock-in reporter, 24 h; 100% = twice the neutral-well signal; reporter increase, % at 12.5 µM; actives 2% (n = 350,000); AID 602393; in the data active means activation above about 40%;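 further: 0% = median of the plate's neutral control wells and 100% = double that signal; a rise in the Bmi1 reporter signal indicates esBAF inhibition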
RAD54 branch: inhibitors of human RAD54 branch migration | actives 0.14% (n = 360,000) | RAD54 Holliday junction branch migration, FAM/BHQ fluorescence | inhibition, % at 10.4 µM;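 active means mean normalized replicate activity at least 40 and at least half of replicates scoring 40 or more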;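 further: 0% = median of neutral control wells and 100% = median of positive control wells; inhibitors cause a drop in the FAM fluorescence signal; in these data hits start at about 50%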
Starred values were filed as active, the others as inactive; / = no result given.

SMILES	GSIS activator	ERAP1 inh	ARNT TACC3 PPI	RAD52 inh	Xi reactivation	CFTR F508del cor	esBAF inh	RAD54 branch
CC(=O)NC[C@@H]1[C@@H](c2ccc(-c3cccc(F)c3)cc2)[C@@H](CO)N1C(=O)C1CC1	-10	1	/	-18	-0.1	1.8	/	/
C/C=C(\C)CN1CCC(n2nccc2NC(=O)c2ccc3c(c2)OCO3)CC1	-2	-3	3	-16	0.4	0.1	0	-5
N#CCCN(C(=O)COC(=O)c1cccc(S(=O)(=O)N2CCCC2)c1)c1ccc(F)cc1	-8	-2	-2	-4	-0.1	-0.9	/	-5
N#CC(=C1C=CC(=NO)C(Cl)=C1)c1ccccc1	/	-3	/	-8	2.1	1.1	/	/
C[C@@H]1CCCCO[C@H](CN(C)C(=O)c2ccccc2)[C@@H](C)CN([C@@H](C)CO)C(=O)c2cc(NC(=O)Nc3ccc(F)cc3)ccc2O1	-12	-7	3	-2	0.1	-0.1	-2	-1
CCOC(=O)C1=C(C)N(c2ccc(OCC)cc2)C(=O)/C1=C\c1ccco1	-20	0	10	-63	0.0	-2.4	/	/
NC(=O)Cn1nc([N+](=O)[O-])nc1Oc1ccc(Br)cc1	-3	0	-28	-11	0.1	-0.2	/	/
COC1=CC(C)C2CC3OC(O)CC4C(C)=C(OC)C(=O)C(C2(C)C1=O)C34C (configuration not stated)	/	1	/	-10	/	1.1	-4	2
CCc1nc2c(OCC=C(C)C)cccn2c1N(C)C(=O)c1ccc(OC)cc1	-8	9	/	-13	0.1	0.6	-1	9
CCCCC(O)(c1ccc(CC)cc1)C(CN1CCOCC1)c1ccccc1 (configuration not stated)	-55	0	-3	-6	0.0	-0.4	-6	-14
O=C(NCc1ccc(Cl)cc1)N1CCN(Cc2ccccc2)CC1	/	0	5	-4	0.0	2.6	-11	-5
O=C(Nc1ccc(S(=O)(=O)Nc2ncccn2)cc1)c1cccc(S(=O)(=O)N2CCOCC2)c1	28	-3	-10	-4	-0.1	1.9	-11	9
COc1ccc(NC(=O)CN2C(=O)NC3(CCCCCC3)C2=O)cc1Cl	-7	1	12	-7	-0.1	5.6	/	3
C[C@@H]1CN([C@H](C)CO)C(=O)Cc2cc(NC(=O)CCCCCC(=O)Nc3ccccc3N)ccc2O[C@@H]1CN(C)Cc1ccc(C(F)(F)F)cc1	-1	1	-12	-20	0.7	-0.3	-8	2
CC(=O)Nc1ccc(S(=O)(=O)NNC(=O)c2cccc(Cl)c2)cc1	34	3	/	-7	0.0	/	9	-6
COCC(=O)N(Cc1cc2ccc(C)cc2[nH]c1=O)c1cccc(C)c1	8	-8	-4	0	-0.1	-2.4	3	-4
COC(=O)CCC(NC(=O)c1cc(-c2ccc3c(c2)OCCO3)oc1C)C(=O)OC (configuration not stated)	-6	/	2	/	/	/	5	-4
Cn1c2ccccc2n2c(=O)c(=O)n(CC(=O)c3ccc(Cl)cc3)nc12	-4	4	-2	-7	0.0	-0.6	/	/
S=C(NC1CCCCC1)N1CCOCC1	5	/	-4	-17	0.2	-2.1	/	/
O=C(NCC(c1ccco1)N1CCc2ccccc21)c1ccccc1 (configuration not stated)	21	-2	3	-12	0.0	3.6	-7	-11
CC(C)(C)C(=O)OCC1OC(n2cnc(C(N)=O)n2)C(O)C1O (configuration not stated)	-3	/	0	/	/	/	4	-9
CCNC(=O)N(C)C[C@H]1N[C@@](C)(C(=O)OC)[C@H]2C(=O)N(C)C(=O)[C@@H]12	/	-3	2	6	0.2	0.6	-5	-8
O=C(NCc1ccccc1Cl)/C(=C\c1cccnc1)NC(=O)c1ccccc1	-16	4	0	-3	0.0	0.9	-4	2
O=C(C[C@H]1CC[C@@H](NC(=O)Nc2cccc(F)c2)[C@@H](CO)O1)NCC1CCCCC1	-9	-3	7	1	-0.3	0.6	7	-2
CCO[C@@H]1OC(C(N)=O)=C[C@H](c2ccc3c(c2)OCO3)[C@H]1CCCO	-4	0	-4	-10	0.0	3.6	-4	6
Carrying on.
SMILES	GSIS activator	ERAP1 inh	ARNT TACC3 PPI	RAD52 inh	Xi reactivation	CFTR F508del cor	esBAF inh	RAD54 branch
COc1ccc(C2C(C(=O)/C=C/c3ccco3)=C(O)C(=O)N2CCN2CCOCC2)cc1OC (configuration not stated)	-8	-1	-1	-83	0.1	0.2	-7	-5
COc1ccc(/C=C(/NC(=O)c2ccccc2)C(=O)NCCN2CCOCC2)cc1OC	/	2	0	-10	0.0	0.0	/	4
COC(=O)[C@@]1(Cc2ccc(OC)cc2)[C@H]2c3cc(C(=O)N4CCCC4)n(Cc4ccc(Cl)c(C(F)(F)F)c4)c3C[C@H]2CN1C(=O)c1ccccc1	-32	/	/	-61	0.0	-2.7	/	/
Cc1cc(N2CCCC2=O)ccc1S(=O)(=O)NCCOc1ccccc1	1	-7	/	-6	0.0	3.0	/	4
O=C(CCC(=O)OCc1ccc(Cl)cc1)Nc1ccccc1	-1	-2	/	-9	0.0	-2.0	-10	2
CN1C(=O)c2cc(NC(=O)Nc3ccccc3)ccc2OC[C@H]2O[C@H](CC(=O)NC3CCC3)CC[C@H]21	-6	-1	2	-7	0.2	-0.4	-2	7
CC12CN3CCN(CC(C3)/C1=N/N=C/c1cccc([N+](=O)[O-])c1)C2	-4	1	-1	-7	0.2	/	/	/
CC(Nc1n[nH]c(=O)[nH]c1=O)C(=O)N/N=C/c1ccccc1 (configuration not stated)	1	/	8	3	0.1	1.8	-7	/
Cc1cc(C)n(CCN(C)C(=O)c2cc(COc3c(F)cccc3F)on2)n1	-3	-1	-3	-16	0.2	1.2	/	/
CN1NC(c2ccccc2)NN(C)C1=O	0	-1	/	-4	0.2	-3.8	/	/
NCC[C@H]1CC[C@@H](NC(=O)C2CC2)[C@H](CO)O1	10	0	/	-14	0.3	-3.5	/	/
Cc1ccc(Cc2c(-c3cccc(Cl)c3)nc3c4ccccc4ccn23)cc1	10	-2	/	-89	0.3	-0.4	-5	-16
CC(Sc1ccccc1)C(=O)NN=C1CCCCCC1 (configuration not stated)	4	1	-6	-8	0.1	-0.9	/	/
Cc1cccc(N2C(=O)SC(N(CC(=O)O)c3cccc(C)c3)C2=O)c1 (configuration not stated)	2	1	/	-13	0.5	-0.9	52*	1
COc1cc(C=NNC(=O)c2ccccc2-n2cccc2)ccc1O	/	-2	/	-15	0.0	-1.0	-9	11
CCCNC(=O)N1[C@H](CO)[C@H]2c3ccccc3N(C(=O)Nc3cccc(Cl)c3)C[C@H]21	-9	1	2	4	0.2	0.5	0	11
CNC(=O)COC(=O)/C=C/c1cccs1	-7	-7	-4	-29	0.0	0.6	1	-2
CCCCCN(C(=O)CCC(=O)OCc1ccccc1Cl)c1c(N)n(CCCC)c(=O)[nH]c1=O	-50	-1	2	-10	0.0	-1.0	6	0
COc1ccc(OCc2ccc(C(=O)N3CCOCC3)cc2)cc1	2	-5	-4	-4	/	-1.0	9	2
Cc1c(C)c2c(OCC(=O)N3CCC(O)CC3)cc3c(c2oc1=O)CCC(C)(C)O3	32	/	1	-5	/	9.2*	-2	-4
O=C(C1CCOCC1)N1CC(=O)N2[C@H](C1)[C@H](c1ccc(/C=C/c3ccccc3)cc1)[C@@H]2CO	-15	1	/	3	0.0	1.7	/	/
CC(=O)N1Cc2cc(C(=O)NCc3cccc(F)c3)nc(-c3cccc(C4=CCCC4)c3)c2[C@H]1CCO	17	/	/	-17	0.0	3.1	/	/
CCCN(C1CCS(=O)(=O)C1)S(=O)(=O)c1ccc(F)cc1 (configuration not stated)	9	3	-1	-9	0.0	-1.8	/	/
Nc1nc2ccccc2n1CCOc1ccc(Br)cc1	11	-1	0	-37	-0.1	1.2	-45	-6
CSc1nnc(CNS(=O)(=O)c2ccc(Br)cc2)n1C	8	-2	-8	-2	-0.1	0.8	-3	-5

Profiles, quoted from the list.
Listed for `CC12CN3CCN(CC(C3)/C1=N/N=C/c1cccc([N+](=O)[O-])c1)C2` : GSIS activator = -4; ERAP1 inh = 1; ARNT TACC3 PPI = -1; RAD52 inh = -7; Xi reactivation = 0.2; CFTR F508del cor = /; esBAF inh = /; RAD54 branch = /
Listed for `CCCN(C1CCS(=O)(=O)C1)S(=O)(=O)c1ccc(F)cc1` (configuration not stated) : GSIS activator = 9; ERAP1 inh = 3; ARNT TACC3 PPI = -1; RAD52 inh = -9; Xi reactivation = 0.0; CFTR F508del cor = -1.8; esBAF inh = /; RAD54 branch = /

Next part
SMILES	GSIS activator	ERAP1 inh	ARNT TACC3 PPI	RAD52 inh	Xi reactivation	CFTR F508del cor	esBAF inh	RAD54 branch
O=C(CCCC(=O)OCC(Cl)=C(Cl)Cl)Nc1ccccc1	/	4	1	4	0.1	0.6	/	/
Nc1ccccc1Oc1ncc(C(F)(F)F)cc1Cl	1	5	-8	-6	/	-0.5	15	-2
O=C(C[C@H]1CC[C@@H](NC(=O)NC2CCCCC2)[C@H](CO)O1)NCc1ccc(F)cc1	22	1	12	-6	0.0	1.1	-5	5
CCNC(=O)NC(=O)C(C)OC(=O)CNS(=O)(=O)c1c(Cl)cc(Br)cc1Cl (configuration not stated)	-10	4	0	-6	0.0	-3.6	/	/
C[C@H](O)C#Cc1ccc2c(c1)O[C@H](CN(C)C(=O)CC1CC1)[C@@H](C)CN([C@H](C)CO)S2(=O)=O	16	0	-4	12	0.2	1.4	-1	-10
O=C(CN1CCOCC1)N1CC2(C1)[C@@H](c1ccccc1)[C@H](CO)N2Cc1cccc(F)c1	7	-5	/	-5	0.4	0.1	/	/
CN(C)c1ccc(NC(=O)C2CCCN(S(=O)(=O)c3ccccc3)C2)cc1 (configuration not stated)	-2	-2	1	-11	-0.1	0.6	/	/
C[C@@H]1CN([C@H](C)CO)C(=O)Cc2cc(NC(=O)Nc3ccc4c(c3)OCO4)ccc2O[C@H]1CN(C)C(=O)Nc1ccc(F)cc1	-3	/	4	/	-0.9	1.2	15	5
Cn1ncc2c(Nc3ccccc3Cl)nc(Cl)nc21	12	3	-5	-5	0.0	0.3	-2	7
Cc1nn(-c2ccc(F)cc2)c(Cl)c1C(=O)OC(C)C(=O)N(C)C1CCCCC1 (configuration not stated)	-24	1	1	-8	0.0	-2.3	-7	2
COC(=O)[C@H]1[C@H](CO)[C@H]2Cn3c(ccc(C4=CCCC4)c3=O)[C@H]2N1Cc1cncnc1	-1	1	-5	-45	0.1	/	-5	-5
Cc1[nH]nc(SCC(=O)N2CCOCC2)c1[N+](=O)[O-]	20	1	-7	-16	0.0	-1.0	-2	/
CSc1ccc(C(=O)C2CCCN(C(=O)c3ccsc3)C2)cc1 (configuration not stated)	-4	1	2	-3	-0.3	-1.7	2	3
CCC(=O)N1CCN(c2ccc(NC(=O)c3ccc(Br)o3)cc2)CC1	-2	-1	/	1	0.0	-0.6	/	/
Cc1nc2ccccc2[nH]c1=O	48	/	6	-17	0.0	0.2	/	/
COc1ccc(S(=O)(=O)N2CCCc3nc(C)c(C)cc32)cc1	/	-3	/	-24	-0.1	-2.3	/	/
CCOc1ccc2nc(C(C)O)[nH]c2c1 (configuration not stated)	12	/	7	/	/	/	-5	0
Cc1cccc2c(N=NC(=O)c3ccc(NS(=O)(=O)c4cccs4)cc3)c(O)[nH]c12	4	0	-5	-2	-0.1	0.7	22	4
C[C@@H]1CN([C@H](C)CO)C(=O)Cc2cc(NC(=O)Nc3ccc4c(c3)OCO4)ccc2O[C@@H]1CN(C)C(=O)Nc1ccccc1	8	/	0	/	-0.4	0.2	-2	-2
CCOc1ccc(N(CC(=O)NCc2ccc(Cl)cc2)S(=O)(=O)c2c(C)noc2C)cc1	17	3	4	-23	0.0	1.0	11	-1
CCOC(=O)CNc1nc(Cl)nc(NC(C)(C)C)n1	11	0	7	-4	0.0	-1.8	-2	11
